Cneo AK release: Cryptococcus neoformans cell lysis inducers, primary screen, AK release luminescence, single concentration; C. neoformans lysis, adenylate kinase release luminescence, 4 h; normalised: neutral wells 0, clomiphene wells 100; lysis activity, % at 15 µM; actives 0.2% (n = 360,000); AID 651654, 2012;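 active = mean lysis activity across replicates of at least 80%, whatever share of replicates individually reach that level; inactive = mean lysis activity below 80%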
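Assay system: C. neoformans cells. Amount: yeast cell density of 5 × 10^6 cells/mL. Technique: AK luminescence. Buffer or medium: YPD. Times: static 4 h at 37 °C with compound, 1 h detection. Dosing: single-point compound dose. Read-out: lysis from increased AK signal.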
PGC1a acetyl inh: inhibitors of PGC1a acetylation signal, primary screen, cell-based, U2OS, AlphaScreen, inhibitor mode; AlphaScreen anti-acetyl-lysine; with virally co-expressed GCN5 acetyltransferase; inhibition, % at 15.6 µM; actives 0.17% (n = 350,000); AID 651687, 2012;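 active = every replicate shows inhibition of at least 40%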;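 also: 0% = neutral control wells and 100% = positive control wells; some results beyond the cut were filed as inactive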
Statin myotox sup: suppressors of statin myotoxicity in C2C12 myotubes, primary screen, cell-based, single point, plate reader; C2C12 myotubes + simvastatin, ATP luminescence, 48 h; scaled: DMSO 0, geranylgeraniol control 100; rescue of ATP level, % at 7.49 µM; actives 0.78% (n = 330,000);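 active = mean ATP rescue above about 67%, or every replicate alone reaching that limit, limit read from the data, passing the limit was not always enough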;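 also: myotubes were challenged with 10 µM simvastatin during compound exposure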
The depositor's hits bear a star. This is a subset, so the mix of outcomes need not match the whole.

Start of the listing, in advance (four entries):
mol | Cneo AK release | PGC1a acetyl inh | Statin myotox sup
COC(=O)C1C(=O)C2=C(CC1C)NC(C)=C(C(=O)OCCOc1ccccc1)C2c1ccc(C)o1 (centres undefined) | -1 | -13 | -14
Cc1cccc(OCCCN2CCCCCC2)c1 | 4 | 4 | -4
COc1ccc(N=NC2=C(O)CC(C)(C)CC2=O)cc1 | -4 | 6 | 18
COc1cc(C)nc(N2CCCC(C(=O)Nc3cccc(Cl)c3C)C2)n1 (centres undefined) | -3 | -1 | -26

Results, from the first entry:
mol | Cneo AK release | PGC1a acetyl inh | Statin myotox sup
COC(=O)C1C(=O)C2=C(CC1C)NC(C)=C(C(=O)OCCOc1ccccc1)C2c1ccc(C)o1 (centres undefined) | -1 | -13 | -14
Cc1cccc(OCCCN2CCCCCC2)c1 | 4 | 4 | -4
COc1ccc(N=NC2=C(O)CC(C)(C)CC2=O)cc1 | -4 | 6 | 18
COc1cc(C)nc(N2CCCC(C(=O)Nc3cccc(Cl)c3C)C2)n1 (centres undefined) | -3 | -1 | -26
O=C(COc1ccccc1O)Nc1ccccc1Cl | -4 | 2 | 2
CCOc1nc(-c2ccncc2)nc2ccccc12 | 6 | -4 | -1
CC1(C)CC(=O)C2=C(C1)NCN(Cc1ccccc1)C2 | 0 | -16 | -25
CN1CCN(C2=Cc3ccccc3Sc3cc(F)c(Cl)cc32)CC1 | 2 | -14 | -1
CSc1nc(N)c2c3c(sc2n1)COC(C(C)C)C3 (centres undefined) | 1 | 11 | -21
COc1cc(Cl)cc(C2NC(=O)NC(C)=C2C(=O)NCc2ccccc2)c1O (centres undefined) | -1 | 11 | 22
CC1C(=O)CCCCCCCCCC2C1(N1CCOCC1)CS2(=O)=O (centres undefined) | 1 | -61 | 9
Cc1ccc2c(c1)cc(CN(Cc1ccc3c(c1)OCO3)C(=O)c1ccccc1)c1nnnn12 | 0 | 0 | 7

Some of the entries so far, with values under each structure.
Every second line gives: Cneo AK release, PGC1a acetyl inh, Statin myotox sup
COc1cc(C)nc(N2CCCC(C(=O)Nc3cccc(Cl)c3C)C2)n1 (centres undefined)
→ -3, -1, -26
O=C(COc1ccccc1O)Nc1ccccc1Cl
→ -4, 2, 2
CCOc1nc(-c2ccncc2)nc2ccccc12
→ 6, -4, -1
CC1(C)CC(=O)C2=C(C1)NCN(Cc1ccccc1)C2
→ 0, -16, -25
CN1CCN(C2=Cc3ccccc3Sc3cc(F)c(Cl)cc32)CC1
→ 2, -14, -1
CSc1nc(N)c2c3c(sc2n1)COC(C(C)C)C3 (centres undefined)
→ 1, 11, -21
COc1cc(Cl)cc(C2NC(=O)NC(C)=C2C(=O)NCc2ccccc2)c1O (centres undefined)
→ -1, 11, 22

The list goes on:
mol | Cneo AK release | PGC1a acetyl inh | Statin myotox sup
CCOc1ccc(OCC)c(NS(=O)(=O)c2cccc3nsnc23)c1 | -2 | -6 | -13
CN(C)S(=O)(=O)n1cnc2ccccc21 | 3 | -7 | -10
Cc1c(NC(=O)CSc2nnnn2-c2ccc(O)cc2)c(=O)n(-c2ccccc2)n1C | 4 | -1 | -33
CC1CCCN(C(=O)CCS(=O)(=O)Cc2ccccc2)C1 (centres undefined) | -4 | 0 | -32
Cc1ccc(Nc2nc(N)nc(CSc3nnc(-c4ccncc4)o3)n2)cc1 | -3 | -1 | -50
COc1ccc(/C(O)=C2/C(=O)C(=O)N(CCCC(=O)O)C2c2ccc(OC)c(OC)c2)cc1 (centres undefined) | -2 | 6 | 8
CC(C)(O)C#Cc1ccc(C(=O)NCc2cccs2)s1 | 1 | -13 | -36
CCC(=O)c1ccc(OCC(O)CN2CCN(c3cccc(C(F)(F)F)c3)CC2)cc1 (centres undefined) | 3 | -2 | 35
O=C(Cn1ncc2ccccc21)N1CCN(c2cccc(C(F)(F)F)c2)CC1 | 1 | -7 | 16
Cc1ccc(S(=O)(=O)/N=C(\CSC(N)=O)Nc2ccccc2)cc1 | -1 | 2 | 8
COc1cc(C=O)ccc1OCCOCCOc1ccc(Cl)cc1Cl | -1 | 0 | 17
Cc1cc(=O)n2nc(N3CCC(C(=O)NCc4cccnc4)CC3)sc2n1 | -1 | 7 | 12
COc1ccc(Cl)cc1N1C(=O)C2CCCN2C1c1sccc1C (centres undefined) | -1 | 5 | -4
Cc1ccc(C(=O)NNC(=O)OC(C)(C)C)c(Cl)c1 | -2 | -1 | -8
COc1ccc(CN2CCOCC2)cc1 | 0 | 8 | 62
Cc1ccccc1-c1nnc(SCCOc2ccc3c(C)cc(=O)oc3c2)o1 | -1 | -34 | -27
CCOC(=O)CSc1nc2ccc(N3CCOCC3)cc2c(=O)n1Cc1ccccc1 | -4 | -6 | -2
Cc1ccc(S(=O)(=O)N2CC3CCCN3c3ccc(C(F)(F)F)cc32)cc1 (centres undefined) | -1 | -48 | 3
O=C(Nc1ccc2c(c1)OCO2)c1cnc2n(c1=O)CCS2 | 0 | 3 | 19
CC(=Nc1ccc(C)c(C)c1)C1=C(O)CSC1=O | 0 | -7 | 3
COc1ccc(C(=O)N2CCCC2)cc1S(=O)(=O)N1CCC(C)CC1 | 1 | 13 | 2
CCOC(=O)N1CCN(C(=O)CSc2ccccc2)CC1 | 2 | 15 | 3
O=C(CCCN1C(=O)c2ccccc2C1=O)OC1CSCC1NC(=O)c1ccccc1 (centres undefined) | -6 | 1 | 59
COc1ccccc1CNC(=O)c1c(N)n(CCCN2CCOCC2)c2nc3ccccc3nc12 | 15 | -2 | -57
CCOC(=O)c1cnc(SC2CC(=O)N(c3ccc(C)cc3)C2=O)nc1N (centres undefined) | -2 | 5 | -2
CC(C)NS(=O)(=O)c1ccc(NC(=O)C2CC3C=CC2C3)cc1 (centres undefined) | -2 | 12 | -28
COc1ccc(N(CC(=O)Nc2ccc(C)cn2)S(=O)(=O)c2c(C)noc2C)cc1 | 0 | -6 | 2
CN(C)S(=O)(=O)c1cccn1-c1ncc(C(F)(F)F)cc1Cl | 0 | -9 | -1
CC1N(O)C(C)(C)C(c2ccccc2)=[N+]1[O-] (centres undefined) | -1 | 2 | 7
O=C(CSc1ncn[nH]1)NC1CC2CCC1C2 (centres undefined) | 0 | 7 | 0
c1cncc(-c2nc(N3CCCCCC3)c3ccccc3n2)c1 | 14 | -10 | -30
Cc1cc(C(=O)Oc2ccccc2C(=O)O)c(C)o1 | -1 | -12 | 4
CCCCN(CC)S(=O)(=O)c1ccc(C(=O)Nc2nnc(CSC)o2)cc1 | 0 | -3 | -37
CCOc1nc(SC(C(C)=O)C(=O)Nc2ccccc2)nc(N(C)C)n1 (centres undefined) | 2 | -19 | 17
CC(C(=O)NCc1ccccc1)N1C(=O)C2CC=C(Cl)CC2C1=O (centres undefined) | 1 | -3 | -3
COc1ccc(-c2nc3ccccc3c(=O)n2CCCn2ccnc2)cc1 | 15 | 1 | -6
COc1cc(CN2CCN(c3ccccc3F)CC2)cc(OC)c1O | 6 | 5 | -28
CC(C)(C)c1cc(C(F)(F)F)c(C#N)c(=O)[nH]1 | 0 | -4 | 120*
CCn1cc(C(=O)NCC2CCCO2)c(=O)c2cc(S(=O)(=O)N3CCCCC3)ccc21 (centres undefined) | 0 | 5 | 5
COc1cc(C(c2nnnn2C(C)(C)C)N2CCN(c3nc4ccccc4s3)CC2)ccc1O (centres undefined) | -3 | -2 | 13
COc1ccc(OCC(O)CN(C2CCCCC2)C2CCCCC2)cc1 (centres undefined) | -1 | -5 | 7
CC(Sc1nnnn1C)C(=O)Nc1ccc(N2CCOCC2)cc1 (centres undefined) | 0 | 0 | -5
COc1cc(NC(=O)CN2CCN(S(=O)(=O)c3ccc(C(C)C)cc3)CC2)cc(OC)c1 | 1 | 5 | 3
CC(O)CNc1nc2ccccc2n1CC(=O)NCCc1ccc(Cl)cc1 (centres undefined) | 1 | 9 | 15
Cc1ccc(/C=N/NC(=O)C2=NNC(c3ccccc3)(c3ccccc3)C2)c(O)c1 | -4 | -4 | 6
CCOC(=O)C1C(=O)NC(SCC(=O)Nc2nccs2)=C(C#N)C1c1ccccc1OCC (centres undefined) | 0 | 2 | 23
O=C(Nc1cccc2cccnc12)c1ccc2c(c1)OCCO2 | -3 | -14 | 27
Cc1cccc(NC2=NCC(=O)N2Cc2ccccc2)c1 | 3 | -33 | 19

COc1ccc(-c2ccc3c(c2)[C@H]2[C@H](CCN2S(=O)(=O)c2ccccc2F)[C@@H](CO)N3)cc1
  Cneo AK release: 13
  PGC1a acetyl inh: 4
  Statin myotox sup: -16

C=CCn1c(=S)[nH]c2sc3c(c2c1=O)CCC3
  Cneo AK release: 1
  PGC1a acetyl inh: 4
  Statin myotox sup: 0

COc1ccc(Br)cc1C(=O)Nc1nnn(C)n1
  Cneo AK release: 3
  PGC1a acetyl inh: -7
  Statin myotox sup: 0

COc1ccc(C(=O)Nn2cnc3scc(-c4cccs4)c3c2=O)c(O)c1
  Cneo AK release: 3
  PGC1a acetyl inh: -8
  Statin myotox sup: -2

N#Cc1c(-n2ccnc2)cccc1-n1ccnc1
  Cneo AK release: 0
  PGC1a acetyl inh: 4
  Statin myotox sup: 5

CCC(C)OC(=O)C1=C(C)O[C@]23OC(N)=C(C#N)[C@]12C(=O)c1ccccc13 (some centres undefined)
  Cneo AK release: 1
  PGC1a acetyl inh: 0
  Statin myotox sup: 7

O=C(O)c1cc(-c2ccco2)[nH]n1
  Cneo AK release: 0
  PGC1a acetyl inh: -20
  Statin myotox sup: 1

Cc1cc(NC(=O)c2cc(-c3ccccc3)on2)no1
  Cneo AK release: -4
  PGC1a acetyl inh: -2
  Statin myotox sup: 0

CCOC(=O)N1CCN(C(=O)C(CC(C)C)NC(=O)C2CCCCC2)CC1 (centres undefined)
  Cneo AK release: -7
  PGC1a acetyl inh: 3
  Statin myotox sup: 6

COc1ccc(C2C(C(=O)c3sc(C)nc3C)=C(O)C(=O)N2CCCn2ccnc2)cc1OC (centres undefined)
  Cneo AK release: -1
  PGC1a acetyl inh: 5
  Statin myotox sup: 18

Cc1cc(C(=O)CSc2nn3c(=O)c(C(C)(C)C)nnc3s2)c(C)n1-c1ccc(F)cc1
  Cneo AK release: 2
  PGC1a acetyl inh: -19
  Statin myotox sup: 6

COc1cc(SC)ccc1C(=O)NCc1ccc(C)cc1
  Cneo AK release: -1
  PGC1a acetyl inh: -31
  Statin myotox sup: -8

CC(=O)NN1C(=O)c2ccc(Oc3cccc([N+](=O)[O-])c3)cc2C1=O
  Cneo AK release: -7
  PGC1a acetyl inh: 1
  Statin myotox sup: 2

COc1cc([C@H]2[C@@H]3CCCC[C@]3(O)CCN2Cc2ccccc2F)ccc1O
  Cneo AK release: -2
  PGC1a acetyl inh: -8
  Statin myotox sup: -2

COc1cc(-c2nn3c(-c4ccccc4)nnc3s2)cc(OC)c1OC
  Cneo AK release: 1
  PGC1a acetyl inh: 1
  Statin myotox sup: -9

COc1cccc(Nc2ncccc2C(=O)Nc2ccccc2)c1
  Cneo AK release: -1
  PGC1a acetyl inh: -13
  Statin myotox sup: -33

Cc1csc(=O)n1CC(=O)OCc1cccc2ccccc12
  Cneo AK release: -3
  PGC1a acetyl inh: 1
  Statin myotox sup: 4

COc1ccc2c(C)c(C(=O)O)oc2c1
  Cneo AK release: 0
  PGC1a acetyl inh: -1
  Statin myotox sup: 1

COc1ccc(N2C(N)=NC(N)=NC2(C)C)cc1
  Cneo AK release: 0
  PGC1a acetyl inh: -3
  Statin myotox sup: -5

COCCCNC(=O)c1ccc(Cn2c(=O)c3ccccc3n(Cc3ccc(C)cc3)c2=O)cc1
  Cneo AK release: 0
  PGC1a acetyl inh: 2
  Statin myotox sup: 7

Cc1ccc(NC(=O)c2cnc(SCC(=O)c3ccccc3)n(C)c2=O)cc1
  Cneo AK release: 0
  PGC1a acetyl inh: 4
  Statin myotox sup: 7

BrC(/C=N/Nc1nc(N2CCOCC2)nc(N2CCOCC2)n1)=C/c1ccccc1
  Cneo AK release: 1
  PGC1a acetyl inh: -40
  Statin myotox sup: -13

Cc1cc2c(cc1C)N(CC(=O)N1CCCC1)C(=O)CC(c1ccccc1)=N2
  Cneo AK release: -1
  PGC1a acetyl inh: 6
  Statin myotox sup: -1

O=C1CC(c2nc3ccccc3[nH]2)CN1c1ccccc1 (centres undefined)
  Cneo AK release: 3
  PGC1a acetyl inh: 1
  Statin myotox sup: 3

CCOC(=O)N1CCN(C(=O)c2ccc3c(=O)n(CCC4=CCCCC4)c(=S)[nH]c3c2)CC1
  Cneo AK release: -1
  PGC1a acetyl inh: 0
  Statin myotox sup: 94*

O=C(CSc1nc2c(c(=O)n1-c1ccc(F)cc1)SCC2)NCc1ccco1
  Cneo AK release: 1
  PGC1a acetyl inh: 2
  Statin myotox sup: -2

c1ccc(-n2c(SCc3ccncc3)nnc2-c2ccco2)cc1
  Cneo AK release: 4
  PGC1a acetyl inh: 2
  Statin myotox sup: 6

O=C(CN(C(=O)CCNC(=O)c1ccco1)c1ccccc1)NC1CCCC1
  Cneo AK release: 3
  PGC1a acetyl inh: -4
  Statin myotox sup: 4

High-throughput results from PubChem.
